proCasp3 act = activators of human procaspase-3 D3A mutant, primary screen, biochemical, absorbance, PC-3 D3A mutant, single concentration; Caspase-3 (Homo sapiens), P42574; recombinant procaspase-3 D3A, Ac-DEVD-pNA absorbance 405 nm; activation, % at 8.5 µM; hit rate 0.11% among 330,000; AID 463141, 2010;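 active means activation above the mean of all tested compounds plus 3 SD, cut at about 21% in these data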;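 further: 0% = DMSO alone and 100% = DMSO wells spiked with extra 5 µM PC-3 D3A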
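Assay system: Autoprocessing-dead procaspase-3 D3A mutant enzyme; also added: Ac-DEVD-pNA; doses: one concentration, 8.5 µM nominal, 0.8% DMSO; times: 1 h compound preincubation, 2 h substrate hydrolysis at 25 °C; technique: 405 nm absorbance of p-nitroaniline, reads at 0 and 120 min; measure: % activation between DMSO and enzyme-spiked controls; repeats: single replicate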
JMJD2C inh = inhibitors of GASC-1 histone demethylase, primary screen, biochemical, fluorescence, DELFIA europium; Lysine-specific demethylase 4C (Homo sapiens), Q9H3R0; GST-JMJD2C(1-420) H3K9me3 demethylation; inhibition, % at 2.35 µM; hit rate 0.069% among 330,000;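 active means more than half of a compound's replicate wells show inhibition beyond 50%, single wells judged on their own value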;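 further: signal counts dimethyl H3K9 product captured on neutravidin plate; 0% = median of DMSO wells and 100% = 0.3 times that DMSO median; strong numbers were not always called active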
VLA-4 inh = inhibition in human VLA-4 binding assay, primary screen, VLA-4 allosteric modulator project, MLPCN library, flow cytometry, VLA-4 expressing cells | ligand binding flow cytometry | Integrin alpha-4 (Homo sapiens), P13612 | inhibition, % (about 7 µM as worked out from the volumes in the protocol) | AID 2557, 2010 | hit rate 0.2% among 330,000; in the data active means inhibition above about 50%
Target sequence (P13612 whole entry, looked up): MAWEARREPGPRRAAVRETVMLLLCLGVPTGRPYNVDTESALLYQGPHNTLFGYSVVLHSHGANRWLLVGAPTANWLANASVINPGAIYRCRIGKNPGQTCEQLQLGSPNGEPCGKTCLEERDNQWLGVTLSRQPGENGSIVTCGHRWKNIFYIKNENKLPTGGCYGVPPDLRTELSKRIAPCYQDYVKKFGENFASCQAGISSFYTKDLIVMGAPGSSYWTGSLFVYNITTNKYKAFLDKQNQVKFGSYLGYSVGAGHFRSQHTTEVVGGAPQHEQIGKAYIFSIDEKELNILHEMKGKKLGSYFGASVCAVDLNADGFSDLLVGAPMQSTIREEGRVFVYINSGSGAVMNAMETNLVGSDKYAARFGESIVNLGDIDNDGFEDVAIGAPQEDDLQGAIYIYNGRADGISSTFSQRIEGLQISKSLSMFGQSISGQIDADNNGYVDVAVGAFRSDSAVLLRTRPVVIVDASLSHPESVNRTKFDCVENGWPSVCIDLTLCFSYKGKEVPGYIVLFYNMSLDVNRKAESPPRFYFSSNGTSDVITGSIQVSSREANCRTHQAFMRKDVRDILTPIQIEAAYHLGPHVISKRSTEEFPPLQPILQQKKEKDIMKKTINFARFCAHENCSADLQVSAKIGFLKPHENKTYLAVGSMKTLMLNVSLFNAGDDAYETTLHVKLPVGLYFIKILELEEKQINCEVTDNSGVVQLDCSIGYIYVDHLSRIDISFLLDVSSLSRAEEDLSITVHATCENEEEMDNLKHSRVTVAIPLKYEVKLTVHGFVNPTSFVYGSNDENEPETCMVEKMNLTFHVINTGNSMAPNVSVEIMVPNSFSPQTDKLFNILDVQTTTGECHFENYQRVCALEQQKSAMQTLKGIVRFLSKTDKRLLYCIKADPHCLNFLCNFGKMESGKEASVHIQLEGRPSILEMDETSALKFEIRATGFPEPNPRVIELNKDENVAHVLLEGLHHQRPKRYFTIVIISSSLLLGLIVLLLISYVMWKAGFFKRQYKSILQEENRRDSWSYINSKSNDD
CTSL1 counter = Fasciola hepatica cathepsin L1 inhibitors, primary screen, counter-screen for PFM18AAP inhibitor project, biochemical, QFRET, fluorogenic peptide substrate. inhibition, % at 5.96 µM. hit rate 0.49% among 300,000. AID 1906, 2009. recombinant F. hepatica cathepsin L1, Z-Leu-Arg-MCA fluorescence;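 active means inhibition above the mean of all tested compounds plus 3 SD, set per screening campaign, cut at about 17% in these data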;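 further: 0% = plate median of test compound wells and 100% = 1 µM Z-Phe-Ala-diazomethylketone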
PP1 counter = PP1-alpha phosphatase inhibitors, primary screen, counter-screen for PP5 inhibitor project, biochemical, fluorescence, OMFP substrate, single point; Serine/threonine-protein phosphatase PP1-alpha catalytic subunit (Homo sapiens), P62136; purified PP1alpha; inhibition, % at 6.7 µM; hit rate 0.9% among 320,000;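 active means inhibition above the mean inhibition of all tested compounds plus 3 SD, computed separately for each screening campaign, cut at about 15% in these data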
GRK2 aptamer HTS = compounds blocking aptamer binding on GRK2 – biochemical, human GRK2, bead flow cytometry, HTS, primary screen; Beta-adrenergic receptor kinase 1 (Homo sapiens), P25098; FAM-aptamer displacement from GRK2; inhibition of aptamer binding, % at 10 µM; hit rate 0.59% among 330,000; AID 488847, 2010;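 active means inhibition of aptamer binding above 40%, roughly 3 SD of noise, on plates passing a quality check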;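 further: median bead fluorescence of bound FAM aptamer so fluorescent compounds give negative values; no value below 0 was filed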
procasp7 counter = procaspase-7 activators, primary screen, counter-screen for procaspase-3 activator project, biochemical, absorbance, HTS, human | activation, % at 8.5 µM | recombinant procaspase-7, Ac-DEVD-pNA absorbance 405 nm; D23A/D198A/D206A triple mutant, cannot self-cleave; scale: DMSO 0, 5 µM enzyme 100 | hit rate 0.093% among 330,000;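 active means percent activation above the screen-wide mean plus 3 SD, cut at about 25% in these data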
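Replicates: singlicate. Assay system: Procaspase-7 triple mutant (PC-7 D3A). Signal: 405 nm absorbance of p-nitroaniline. Times: 1 h preincubation, 2 h reaction. Buffer or medium: Zinc-free HEPES pH 7.4 with 300 mM NaCl, 0.01% Triton X-100. Also added: DEVD-pNA substrate. Benchmarks: DMSO wells as 0%, DMSO with 5 µM added PC-7 as 100%.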
PP5 inh = PP5 phosphatase inhibitors, primary screen, biochemical, fluorescence; Serine/threonine-protein phosphatase 5 (Homo sapiens), P53041; purified PP5c, OMFP substrate fluorescence; inhibition, % at 6.7 µM; hit rate 0.18% among 320,000; AID 1987, 2009;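 active means inhibition above the campaign's mean inhibition across all tested compounds plus 3 SD, cut at about 9.5% in these data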;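 further: 0% = DMSO only and 100% = 100 µM cantharidin control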
core dimer inh = inhibitors of HCV core protein dimerization, primary screen, biochemical, TR-FRET, high-throughput. TR-FRET GST/Flag-core106 dimerization, 1536-well. inhibition, % at 5 µM. hit rate 0.33% among 300,000. AID 1899, 2009;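 active means inhibition above the mean of all tested compounds plus 3 SD, set per screening campaign, cut at about 45% in these data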
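test system = GST/Flag-tagged HCV core106 proteins | probe or stimulus = Eu donor and XL665 acceptor anti-tag antibodies | times = compound-protein-antibody incubation 4 h at 22.5 °C | signal = TR-FRET, excitation 340 nm, emission 617 and 671 nm | measure = percent inhibition of core106 dimerization signal | controls = wells lacking GST-core106 and wells with excess unlabelled core106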
Numbers without * were called inactive; · = not tested or not shown.

1: CCC(C)[C@H](NC(=O)NCCCN1CCOCC1)C(=O)OC (some centres not stated)
2: CCCS(=O)(=O)N1CCN(Cc2ccc3c(c2)c2ccccc2n3CC)CC1
3: Cc1ccc(NC(=O)C2C3C=CC4(CN(Cc5cccnc5)C(=O)C24)O3)cc1F (configuration not stated)
4: CC(C)c1ccc(C2/C(=C(/O)c3ccc(F)cc3)C(=O)C(=O)N2CCCN2CCOCC2)cc1 (configuration not stated)
5: COC(=O)c1ccc(N/C=C/C(=O)c2ccc(OC)c(OC)c2)cc1
6: Cc1scc(C(=O)N2CCN(c3ccc(Cl)cc3)CC2)c1C
7: CCOc1ccc(C(=O)Nc2ccc(-c3nc4ccccc4[nH]3)cc2)cc1[N+](=O)[O-]
8: COCCNC(=O)C1CCCN(S(=O)(=O)c2cccc3nsnc23)C1 (configuration not stated)
entry no.	1	2	3	4	5	6	7	8
PP1 counter	-1	3	-4	3	-4	-1	7	0
VLA-4 inh	13	14	6	-14	3	0	8	-19
proCasp3 act	6	-4	0	-10	-9	-3	-1	2
GRK2 aptamer HTS	2	0	3	0	1	1	0	0
CTSL1 counter	-2	1	4	4	-1	1	0	3
procasp7 counter	4	1	-2	3	7	7	5	5
JMJD2C inh	-3	1	-7	-2	2	-3	-3	5
core dimer inh	-8	0	5	0	2	3	11	-11
PP5 inh	0.3	3.8	-0.5	-0.1	-0.8	0.1	0.2	0.5

Single records, as listed above. Screens in order: PP1 counter, VLA-4 inh, proCasp3 act, GRK2 aptamer HTS, CTSL1 counter, procasp7 counter, JMJD2C inh, core dimer inh, PP5 inh
CCOc1ccc(C(=O)Nc2ccc(-c3nc4ccccc4[nH]3)cc2)cc1[N+](=O)[O-] across the screens: 7, 8, -1, 0, 0, 5, -3, 11, 0.2
CCCS(=O)(=O)N1CCN(Cc2ccc3c(c2)c2ccccc2n3CC)CC1 across the screens: 3, 14, -4, 0, 1, 1, 1, 0, 3.8

(further entries)
9: CCCCNC(=S)NNC(=O)c1cc(-c2cccnc2)nc2ccccc12
10: Cc1ccc(NC(=O)CN(C)C(=O)Cc2ccccc2F)cc1
11: CN1c2ccsc2/C(=N/NC(=O)c2c(F)cccc2F)CS1(=O)=O
12: OC1(c2cccc(C(F)(F)F)c2)CCN(Cc2nc(-c3cnccn3)no2)CC1
13: CN(CC(=O)Nc1ccccc1Cl)C(=O)COC(=O)c1ccc([N+](=O)[O-])s1
14: CCCCCC[N+](C)(C)CC/C=C1/c2ccccc2Sc2ccc(Cl)cc21
15: Cc1ccc(S(=O)(=O)NCCCNS(=O)(=O)c2ccccc2[N+](=O)[O-])cc1
16: O=C1c2ccccc2C(=O)N1Cc1nc(-c2ccccc2)no1
entry no.	9	10	11	12	13	14	15	16
PP1 counter	0	-1	1	4	·	14	-4	-1
VLA-4 inh	6	9	13	-6	-8	7	20	0
proCasp3 act	-6	3	-1	-2	-4	-6	2	3
GRK2 aptamer HTS	0	2	1	0	0	0	0	3
CTSL1 counter	3	0	4	3	·	-1	-1	-8
procasp7 counter	-11	2	8	2	7	-3	8	-5
JMJD2C inh	13	4	-3	2	-2	-17	2	11
core dimer inh	9	9	-19	3	·	5	-7	10
PP5 inh	-0.7	1.0	-1.8	-0.1	·	3.2	0.6	3.5

17: CN(Cc1nc2ccccc2c(=O)[nH]1)C(=O)C1CC(=O)N(c2cccc3ccccc23)C1 (configuration not stated)
18: Cc1ccc(S(=O)(=O)N2CCC[C@H]2C(=O)OCC(=O)c2ccc3c(c2)NC(=O)CO3)cc1
19: CC(C)COC(=O)/C(C#N)=C/c1cn(Cc2ccccc2)c2ccccc12
20: Cc1cccc(C(=O)Nc2ccc(Oc3cnccn3)cc2)c1
21: Cc1nc(Nc2ccc(S(=O)(=O)N3CCCC3)cc2)c2nnn(Cc3ccccc3)c2n1
22: O=C(CSc1nc(C2CCCCC2)nc2ccccc12)N1CCCC1
23: Cc1ccc(NC(=O)N(C2=NCC(C)S2)c2ccccc2)cc1 (configuration not stated)
24: CCS(=O)(=O)CCSc1nc(C)cc(C)c1C#N
entry no.	17	18	19	20	21	22	23	24
PP1 counter	·	1	0	-3	0	2	-7	0
VLA-4 inh	3	2	-1	-2	-5	-9	3	2
proCasp3 act	3	-1	-1	-1	0	2	-3	0
GRK2 aptamer HTS	4	1	0	2	0	3	2	1
CTSL1 counter	·	-4	0	-2	1	4	-6	4
procasp7 counter	0	0	-2	3	-5	-6	-17	10
JMJD2C inh	-3	-4	4	-2	2	-54	-21	-17
core dimer inh	·	5	1	-4	14	7	0	-2
PP5 inh	·	-1.1	2.9	1.6	2.3	2.8	5.4	-0.1

25: Cc1ccc(C(C)C)c(Oc2cnccn2)c1
26: CC(C)=NNc1nc2c(c(=O)n(C)c(=O)n2C)n1CCc1ccccc1
27: CC1CCCC(NC(=O)CCC(=O)c2ccc(F)cc2)C1C (configuration not stated)
28: COc1ccc(/C=C/C(=O)NCCCn2ccnc2)cc1
29: CN(C)CC/C=C1\c2ccc(F)cc2Sc2cc(F)c(Cl)cc21
30: COC(=O)c1ccccc1SCC(=O)Nc1ccc(N2CCOCC2)cc1
31: O=C(NNC(=O)c1ccc2ccccc2n1)c1ccc(O)cc1
32: O=C(Nc1ccc(N2CCN(C(=O)c3cccs3)CC2)cc1)c1cccnc1Cl
entry no.	25	26	27	28	29	30	31	32
PP1 counter	2	2	-4	0	8	3	2	-6
VLA-4 inh	5	8	2	5	28	-5	1	5
proCasp3 act	-8	-6	-3	10	-2	-2	3	4
GRK2 aptamer HTS	1	0	0	0	0	3	0	3
CTSL1 counter	-4	-2	-3	0	-1	-3	·	1
procasp7 counter	4	0	-8	0	4	4	3	-2
JMJD2C inh	0	-3	3	-18	-9	-12	·	-2
core dimer inh	-9	4	1	-3	-9	-1	·	-4
PP5 inh	-1.1	0.1	-2.1	1.4	4.3	3.7	0.1	-0.1

33: O=C(c1ccccc1)N1CCN(c2ncnc3c2cnn3-c2ccccc2)CC1
34: CC(C)=CC(=O)OCC(=O)Nc1ccc(Cl)cn1
35: COc1ccc(OC)c(S(=O)(=O)NCc2csc(-c3ccccc3)n2)c1
36: CCC(C)[C@H](NC(=O)NCc1ccccc1Cl)C(=O)O (some centres not stated)
37: COc1ccccc1/C=C1\S/C(=N/NC(=O)c2cccc(Br)c2)NC1=O
38: CCN(CC)S(=O)(=O)c1cc(NC(=O)COC(=O)C2CCC2)ccc1C
39: CCCCCCOc1ccc(N2C(=O)CC(S/C(N)=N/N=C(\C)c3cccs3)C2=O)cc1 (configuration not stated)
40: CC(C)CNC(=S)NNC(=O)c1ccc(OC(F)F)cc1
entry no.	33	34	35	36	37	38	39	40
PP1 counter	-4	-4	-1	5	14	-1	1	-2
VLA-4 inh	5	5	9	-17	-15	2	-4	-5
proCasp3 act	5	3	0	3	5	9	8	-2
GRK2 aptamer HTS	1	0	3	0	1	4	3	1
CTSL1 counter	-2	-8	2	9	8	·	3	-2
procasp7 counter	5	7	3	-8	9	-1	5	13
JMJD2C inh	5	0	5	40	-15	2	5	2
core dimer inh	12	-4	-3	1	15	·	11	-3
PP5 inh	-1.2	-0.7	-0.4	-2.1	-1.4	1.0	5.4	1.3

Some of these compounds in order of count of non-hydrogen atoms, descending:
38: CCN(CC)S(=O)(=O)c1cc(NC(=O)COC(=O)C2CCC2)ccc1C
40: CC(C)CNC(=S)NNC(=O)c1ccc(OC(F)F)cc1
36: CCC(C)[C@H](NC(=O)NCc1ccccc1Cl)C(=O)O (some centres not stated)
entry no.	38	40	36
PP1 counter	-1	-2	5
VLA-4 inh	2	-5	-17
proCasp3 act	9	-2	3
GRK2 aptamer HTS	4	1	0
CTSL1 counter	·	-2	9
procasp7 counter	-1	13	-8
JMJD2C inh	2	2	40
core dimer inh	·	-3	1
PP5 inh	1.0	1.3	-2.1

(listing goes on)
41: Cc1ccnc2nc(C(=O)NC3=NCCS3)nn12
42: O=C(COC(=O)COc1ccc(Cl)cc1Cl)NC1CCCCCC1
43: Cc1c(Cl)cccc1NC(=O)CCN1CCC(C(N)=O)CC1
44: CCCNC(C)(C)COC(=O)c1ccccc1
45: COc1ccc(/C=N/NC(=O)c2ccccc2NC(=O)c2ccco2)c(OC)c1
46: CCC(C)N(C(=O)c1csnn1)C(C(=O)NC1CCCC1)c1ccccc1F (configuration not stated)
47: Fc1ccc(-n2nnnc2-c2ccccc2Cl)cc1
48: CCCN(CCC)C(=O)Cn1c(=O)n(CCC(=O)NCCc2ccccc2)c(=O)c2ccccc21
entry no.	41	42	43	44	45	46	47	48
PP1 counter	3	-4	-6	-4	3	-3	3	-2
VLA-4 inh	5	13	36	-6	-11	5	-7	1
proCasp3 act	2	8	-2	-4	5	0	-8	-16
GRK2 aptamer HTS	2	0	1	3	1	2	0	2
CTSL1 counter	3	·	-3	-5	0	-1	-2	1
procasp7 counter	2	-6	17	-7	-5	-7	7	12
JMJD2C inh	·	·	-5	13	23	-8	2	-19
core dimer inh	0	·	1	-5	-11	-4	-1	1
PP5 inh	-1.1	-1.1	-0.2	0.6	3.7	1.6	2.5	-1.3

49: Cn1c(N)c(C(=O)COC(=O)C2CCCN2C(=O)c2cccs2)c(=O)n(C)c1=O (configuration not stated)
50: CCCOC(=O)CSc1nnc(-c2ccc(Cl)cc2Cl)o1
51: COc1ccc(OC)c(N(CC(=O)Nc2cccc3ccccc23)S(C)(=O)=O)c1
52: COc1ccc(-n2c(Cc3cccn3C)nnc2SCC(=O)Nc2cc(C)cc(C)c2)cc1
53: O=C(CSc1ccc(Cl)cc1)N/N=C/c1cccnc1
54: COc1ccccc1C(=O)NCC(=O)NNC(=O)C1COc2ccccc2O1 (configuration not stated)
55: CCOc1ccc(NC(=S)NNC(=O)CC(C)O)cc1 (configuration not stated)
entry no.	49	50	51	52	53	54	55
PP1 counter	-1	-3	-2	3	2	-1	-4
VLA-4 inh	-6	1	-4	-1	5	16	0
proCasp3 act	14	-4	6	-9	2	-2	2
GRK2 aptamer HTS	0	0	0	2	2	1	0
CTSL1 counter	-8	5	-3	1	1	-5	0
procasp7 counter	4	-5	-3	0	1	-5	-6
JMJD2C inh	6	7	1	7	-4	-8	·
core dimer inh	-2	2	0	12	-2	-5	3
PP5 inh	1.4	2.0	0.5	2.2	-1.9	0.9	0.5
